From PubChem
RECQ1 inh: qHTS Assay for Inhibitors of RecQ-Like Dna Helicase 1 (RECQ1); Potency, µM (highest dose often 57.3 µM), for inactives: at the highest dose activity, negative = inhibition, actives largely listed as inhibitors; ATP-dependent DNA helicase Q1 (Homo sapiens), P46063; 0.54% of 240,000 active; RECQ1 DNA unwinding, red fluorescence kinetic read; AID 2549, 2010;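 note: plate controls were vehicle for no effect and no enzyme for full effect; nearly all actives have a fitted effect of over 30% in size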
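50 nM RECQ1T1 preincubated 15 min with compound in Tris pH 8.0 buffer with MgCl2, DTT, Tween-20 and 2.5 ug/ml poly(dI-dC); started with 200 nM TAMRA/BHQ-2 forked duplex and 2 mM ATP. Unwinding read as fluorescence (525/598 nm), two reads 2 h apart.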
Tau fibril FP: qHTS for Inhibitors of Tau Fibril Formation, Fluorescence Polarization; Microtubule-associated protein tau (Homo sapiens), P10636; K18 P301L tau heparin fibrillization, Alexa594 FP, 6 h; Potency, µM (doses to about 57.7 µM), inactives show at the top dose activity, negative = inhibition, hits mostly inhibitors; 0.39% of 280,000 active; note: nearly all actives have a fitted effect of over 55% in size
Target sequence (P10636 561-689 P618L limits assumed): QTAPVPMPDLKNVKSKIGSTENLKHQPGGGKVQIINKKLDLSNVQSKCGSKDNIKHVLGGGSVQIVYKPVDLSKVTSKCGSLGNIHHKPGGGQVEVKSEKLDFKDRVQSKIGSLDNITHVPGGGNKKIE
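Compound effects on tau fibrillization are measured by Alexa 594 fluorescence polarization (ex 555, em 632 nm). K18 P301L tau is used at 15 uM with 0.24 uM labeled tracer, and 20 uM heparin induces aggregation over 6 hr at 37 C.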
L3MBTL1 inh: qHTS Assay for the Inhibitors of L3MBTL1. Lethal(3)malignant brain tumor-like protein 1 (Homo sapiens), Q9Y468. 0.66% of 230,000 active. Potency, µM (series often up to 57.1 µM), inactives show at the highest dose activity, negative = inhibition, hits mostly inhibitors. AlphaScreen L3MBTL1–H3K9me1 peptide binding; note: nearly all actives have a fitted effect of over 60% in size
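AlphaScreen proximity signal between nickel-chelate acceptor and streptavidin donor beads (final 10 ug/mL) reports binding of 50 nM L3MBTL1 to 75 nM biotin-H3 K9me1 peptide; complex incubated with compounds 30 min at room temperature; cefsulodin titration as control.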
TR SRC2 fluor cs: Total Fluorescence Counterscreen for Inhibitors of the Interaction of Thyroid Hormone Receptor and Steroid Receptor Coregulator 2; 0.29% of 280,000 active; Potency, µM (series often up to 106 µM), for inactives: top-dose fluorescence change, negative = quenching; TRb/SRC2 Texas Red total fluorescence interference; AID 1479, 2009; active = well fitted curve in either direction with a large enough effect; inconclusive = small, poorly fitted or top-dose-only effect
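Human TRb ligand-binding domain at 0.6 uM with 20 nM Texas Red SRC2 peptide in Tris buffer containing 1 uM T3 and 5% DMSO, incubated with compound 5 h at ambient temperature. Total fluorescence (555/632 nm) calculated as parallel + 2 × perpendicular.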
TRb SRC2 PPI: qHTS for Inhibitors of the Interaction of Thyroid Hormone Receptor and Steroid Receptor Coregulator 2; Thyroid hormone receptor beta (Homo sapiens), P10828; TRbeta-SRC2 peptide binding, fluorescence polarization; receptor liganded with 1 µM T3; Potency, µM (titrated, usually from 106 µM), for the others: at the top dose activity change, negative = inhibition, usual class: inhibitors; 0.065% of 280,000 active;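 note: plate controls were bound peptide for no effect and peptide without receptor for full effect; nearly all actives have a fitted effect of over 50% in size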
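Decrease in fluorescence polarization of 20 nM Texas Red SRC2 coactivator peptide flagged inhibition of its binding to 0.6 uM TRb LBD; 1 uM T3 included, incubation 5 hr, ex 555/em 632 nm.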
GoLoco inh red: qHTS Assay for Inhibitors of RGS12 GoLoco Motif Activity (Red Fluorophore); Gai1:RGS12 GoLoco peptide FP, rhodamine, 10 min; Potency, µM (titrated, usually from 61.6 µM), without a hit: at the highest dose activity, negative = inhibition, most hits filed as inhibitors; 0.44% of 230,000 active; AID 880, 2007; active = well fitted inhibition curve with a large enough effect, not every such curve was filed as active; inactive = no such curve, though single readings can be large or run the other way; note: nearly all actives have a fitted effect of over 30% in size; many of its hits are not listed in these tables
Target sequence (P63096 whole entry, looked up): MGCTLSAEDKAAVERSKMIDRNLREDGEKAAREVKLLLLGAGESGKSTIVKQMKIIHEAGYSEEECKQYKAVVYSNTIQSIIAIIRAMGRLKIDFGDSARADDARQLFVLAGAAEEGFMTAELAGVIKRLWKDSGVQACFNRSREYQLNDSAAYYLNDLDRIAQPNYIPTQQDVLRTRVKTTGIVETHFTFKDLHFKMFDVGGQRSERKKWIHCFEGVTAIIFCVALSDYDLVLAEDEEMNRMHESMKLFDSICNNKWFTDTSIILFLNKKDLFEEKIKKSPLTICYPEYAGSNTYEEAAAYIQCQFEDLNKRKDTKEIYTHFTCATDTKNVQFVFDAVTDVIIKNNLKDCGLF
KDM4E inh: qHTS Assay for Inhibitors of Human Jumonji Domain Containing 2E (JMJD2E); Lysine-specific demethylase 4E (Homo sapiens), B2RXH2; JMJD2E catalytic domain, FDH-coupled NADH fluorescence (FDH is formaldehyde dehydrogenase); Potency, µM (highest dose often 57.1 µM), for inactives: at the highest dose activity change, negative = inhibition, actives largely listed as inhibitors; 1.6% of 230,000 active; active = well fitted inhibition curve with a large enough effect, not every such curve was filed as active; inconclusive = small, poorly fitted or top-dose-only effect, or another doubt; inactive = no such curve, though single readings can be large or run the other way;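 note: 0% = wells with enzyme and -100% = buffer wells without enzyme; nearly all actives have a fitted effect of over 50% in size; many of its hits are not listed in these tables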
Target sequence (B2RXH2 1-337 limits assumed): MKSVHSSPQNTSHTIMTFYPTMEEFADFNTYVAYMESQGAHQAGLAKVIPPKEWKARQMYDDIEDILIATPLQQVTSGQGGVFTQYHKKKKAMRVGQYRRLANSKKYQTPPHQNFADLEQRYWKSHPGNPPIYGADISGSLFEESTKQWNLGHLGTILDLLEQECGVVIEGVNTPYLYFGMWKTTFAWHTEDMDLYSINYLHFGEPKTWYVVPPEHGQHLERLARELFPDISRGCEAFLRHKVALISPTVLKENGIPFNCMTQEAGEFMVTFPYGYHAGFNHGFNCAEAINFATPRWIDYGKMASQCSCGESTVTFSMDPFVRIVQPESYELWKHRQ
Tau ThT inhib: qHTS for Inhibitors of Tau Fibril Formation, Thioflavin T Binding; recombinant tau K18 P301L (four-repeat tau fragment), heparin-induced fibrillization, ThT fluorescence; Potency, µM (doses to about 57.4 µM), for inactives: at the highest dose activity, negative = inhibition, most hits filed as inhibitors; 2.1% of 270,000 active; AID 1460, 2008; note: nearly all actives have a fitted effect of over 55% in size
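Aggregation was driven by heparin (20 uM final) acting on recombinant tau […] bearing P301L in 100 mM sodium acetate pH 7; fibrils were detected with Thioflavin T.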
* = called active by the depositor; i = inactive; ? = inconclusive; . = not tested or not shown; [ ] = dose if it differs, or a comment. Unless noted, calls come from the whole dose curve; as a rule, active = well fitted curve in the direction sought with a large enough effect; inconclusive = small, poorly fitted or top-dose-only effect, or another doubt; inactive = no such curve, though single readings can be large; an effect the other way counts as inactive or inconclusive. Unless noted, % is set by controls: 0 for no effect and ±100 for the full control effect; potency is the fitted concentration of half-maximal effect.

SMILES	RECQ1 inh	Tau fibril FP	L3MBTL1 inh	TR SRC2 fluor cs	TRb SRC2 PPI	GoLoco inh red	KDM4E inh	Tau ThT inhib
CCc1nc(SCC(=O)NCc2ccco2)c2c(=O)n(C)c(=O)n(C)c2n1	-4.6%	-2.4%	-5.7%	-7.8%	-5.9%	1.5%	6.6%	-8.6%
Cc1ccc(C)c(NC(=O)CN2C(=O)CSc3nc(C)cc(C)c32)c1	.	-2.9%	.	0.0%	1.0%	.	.	-2.5%
CS(=O)(=O)Nc1cccc(-c2nccc(-n3ccnc3)n2)c1	1.9%	-10.3%	.	-3.3%	-7.4%	-10.2%	?	-20.2%
O=C(NCc1ccccc1Cl)c1cc([N+](=O)[O-])ccc1Cl	i	-3.5%	4.7%	-1.5%	-1.0%	4.1%	2.8%	0.0%
CCC(C)n1c(/C=C/c2ccccc2)nc2ccccc21 (centres undefined)	-10.0%	8.3%	50.5%[activator]	-2.5%	0.9%	7.8%	?	-2.4%
O=C(Nc1ccc(Cl)cc1)c1csc(-c2ccccc2)n1	-0.3%	?	34.3%[activator]	2.5%	-17.7%	8.4%	27.5%	-9.4%
CCOC(=O)c1nn(-c2ccccc2)c(=O)cc1SC1CCCCC1	i	2.4%	-3.3%	-2.4%	4.5%	-0.6%	-2.9%	-5.2%
COC(=O)c1ccc(CN2CCC(CO)(Cc3ccc(OC)cc3)CC2)cc1	i	3.3%	-28.5%	-0.2%	-1.8%	9.7%	-9.5%	-0.7%
O=C(Nc1c(C(=O)N2CCC(N3CCCCC3)CC2)oc2ccccc12)c1c(F)cccc1F	.	-6.2%	.	0.3%	4.3%	.	.	-2.3%
COCCn1c(SCC(=O)Nc2ccc(OC)cc2)nc2c(oc3ccccc32)c1=O	-3.9%	-10.6%	3.1%	0.0%	-3.3%	2.3%	6.7%	-0.9%
Cc1ccc(C(=O)Nc2ccccc2N2CCCCC2)cc1[N+](=O)[O-]	i	1.7%	-7.5%	-3.6%	-2.6%	5.9%	0.4%	-10.4%
COc1ccc(OC)c(S(=O)(=O)NCc2cn3c(C)csc3n2)c1	-17.9%	1.7%	-2.2%	-5.7%	-3.4%	11.9%	-10.5%	2.0%
O=C(OC1CCCCC1)c1ccc(NC(=O)C2CCCCC2)cc1	-16.1%	-2.2%	.	1.0%	1.8%	5.7%	-5.0%	-13.1%
N#C/C(=C/c1cccn1-c1cccc(C(=O)O)c1)c1ccc(F)cc1	-0.8%	-0.5%	?	1.7%	1.9%	6.0%	7.7%	-10.2%
O=C(Nc1nc2ccsc2c(=O)s1)c1ccc(F)cc1Cl	-0.2%	3.4%	.	-0.5%	1.3%	6.4%	7.9%	.
Cc1ccc2[nH]c3c(NCCN4CCOCC4)ncnc3c2c1	-7.8%	0.6%	2.3%	-3.4%	1.9%	-4.2%	?	-3.2%
CN1CCCC(n2nc(Cc3ccc(Cl)cc3)c3ccccc3c2=O)CC1 (centres undefined)	-12.7%	1.9%	.	6.1%	-6.1%	-10.1%	-7.6%	-5.4%
CCn1c2ccccc2c(=O)c2ccccc21	-5.1%	3.5%[2.34 µM]	-10.4%	-1.9%	-0.6%	-2.2%	2.4%	-9.8%
CC(C)[C@H](NC(=O)c1ccco1)C(=O)OCC(=O)NC12CC3CC(CC(C3)C1)C2	-17.8%	-7.5%	-0.8%	-0.6%	0.1%	5.0%	15.9%	-3.0%
COc1ccc2c(c1)c1c(c(=O)n(-c3ccccc3C)c(=O)n1Cc1ccccc1C)n2C	.	-0.3%	.	-2.1%	0.0%	.	.	-3.9%
Cc1ccccc1CC1C(=O)Nc2ccc(Br)cc21 (centres undefined)	.	?	.	-12.7%	1.7%	.	.	-12.0%
O=C(CN1c2cccc3cccc(c23)S1(=O)=O)Nc1cccc(S(=O)(=O)N2CCOCC2)c1	1.5%	7.5%	-4.0%	4.1%	-0.9%	136.0%[activator]	-2.2%	0.9%
COc1ccc(C(=O)NCC(=O)OCC(=O)Nc2ccc(C)c(S(=O)(=O)N(C)C)c2)cc1OC	26.1%	1.3%	.	0.4%	0.3%	-3.9%	2.0%	-1.4%
COC(=O)c1ccc(OC(=O)c2ccccc2F)cc1	2.1%	-1.8%	17.4%	3.6%	-0.5%	-3.3%	-1.5%	-10.2%
COc1ccnc(N=CNOCc2ccc(F)cc2Cl)c1C#N	-9.9%	-8.1%	.	-2.6%	-2.0%	7.1%	-0.1%	-6.1%
Cn1nc(-c2ccc(OCC(=O)Nc3cccnc3)cc2)c2ccccc2c1=O	0.5%	-14.6%	-8.4%	0.0%	9.0%	6.2%	-14.9%	-14.4%
CCOC(=O)C1CCN(Cc2nc3ccccc3c(=O)n2-c2ccc(OCC)cc2)CC1	-13.2%	-6.6%	-3.8%	-6.6%	2.4%	-2.6%	0.6%	-5.7%
O=S(=O)(NCC(c1ccco1)N1CCOCC1)c1cc(F)ccc1F (centres undefined)	.	?	.	-0.7%	-9.6%	.	.	-6.4%
CN1CCN(/N=C/c2nc(-c3cccc([N+](=O)[O-])c3)n3ccccc23)CC1	-4.9%	-16.9%	-11.2%	-67.1%	-9.7%	5.1%	-9.6%	?
Cc1ccc(C(=O)CSc2nnc(-c3ccco3)n2CC2CCCO2)cc1 (centres undefined)	0.9%	-4.9%	3.8%	0.2%	2.3%	-4.5%	1.8%	-17.1%

Given as comma-separated lines: entries from further up.
compound,RECQ1 inh,Tau fibril FP,L3MBTL1 inh,TR SRC2 fluor cs,TRb SRC2 PPI,GoLoco inh red,KDM4E inh,Tau ThT inhib
COC(=O)c1ccc(CN2CCC(CO)(Cc3ccc(OC)cc3)CC2)cc1,i,3.3%,-28.5%,-0.2%,-1.8%,9.7%,-9.5%,-0.7%
COc1ccc(OC)c(S(=O)(=O)NCc2cn3c(C)csc3n2)c1,-17.9%,1.7%,-2.2%,-5.7%,-3.4%,11.9%,-10.5%,2.0%
O=C(NCc1ccccc1Cl)c1cc([N+](=O)[O-])ccc1Cl,i,-3.5%,4.7%,-1.5%,-1.0%,4.1%,2.8%,0.0%
CCOC(=O)C1CCN(Cc2nc3ccccc3c(=O)n2-c2ccc(OCC)cc2)CC1,-13.2%,-6.6%,-3.8%,-6.6%,2.4%,-2.6%,0.6%,-5.7%
COCCn1c(SCC(=O)Nc2ccc(OC)cc2)nc2c(oc3ccccc32)c1=O,-3.9%,-10.6%,3.1%,0.0%,-3.3%,2.3%,6.7%,-0.9%

Later entries.
SMILES	RECQ1 inh	Tau fibril FP	L3MBTL1 inh	TR SRC2 fluor cs	TRb SRC2 PPI	GoLoco inh red	KDM4E inh	Tau ThT inhib
Nc1c(C(=O)NCc2ccccc2)nnn1Cc1cccc(Br)c1	.	-12.1%	.	-2.8%	1.7%	.	.	-2.5%
CCN(CC)S(=O)(=O)c1cccc(-c2nnc(SC(C)C(=O)NCCC3=CCCCC3)o2)c1 (centres undefined)	-3.5%	1.7%	.	0.3%	-6.4%	-0.7%	-3.7%	?
O=C1NCCN(Cc2ccc(-c3ccccc3)cc2)C1CC(=O)N1CCN(CCO)CC1 (centres undefined)	-0.4%	3.8%	-14.6%	2.0%	3.6%	2.6%	?	-12.9%
CN1C=CC(=C2C(=O)c3ccccc3C2=O)C=C1	-3.7%	6.0%	0.9%	-1.5%	-13.9%	-1.0%	0.1%	-16.8%
CC1CCCN(c2ccc(C(=O)Nc3ccc4c(c3)OCO4)cc2[N+](=O)[O-])C1 (centres undefined)	-13.9%	4.9%	-22.8%	-0.6%	11.4%	1.9%	0.0%	7.08µM*
CC(NC(=O)OC(C)(C)C)C(=O)NC(CCC(=O)OCc1ccccc1)C(N)=O (centres undefined)	-12.2%	6.1%	.	-0.2%	5.0%	-5.4%	4.0%	-8.2%
O=C(COC(=O)C1CCCCC1)Nc1ccc(S(=O)(=O)N2CCOCC2)cc1	3.4%	-11.0%	6.4%	-0.7%	-6.9%	6.8%	-4.1%	-2.5%
O=C(NCC1COc2ccccc2O1)c1ccc(NC(=O)C2CCCO2)cc1 (centres undefined)	8.5%	2.3%	-9.7%	-2.4%	-1.1%	0.2%	-2.3%	-3.2%
COc1cccc(-c2noc(C3CCCN(C(=O)Cc4ccccc4)C3)n2)c1 (centres undefined)	-4.9%	-0.2%	.	-1.9%	-4.4%	-10.5%	0.7%	-9.7%
O=C(CN1C(=O)C(=O)N(Cc2ccccc2)C1=O)Nc1cc(Cl)cc(Cl)c1	-2.1%	?	-3.3%	-6.0%	-2.9%	-2.4%	2.1%	-20.3%
Cn1cccc1/C=N/NC(=O)c1ccncc1	-3.9%	-0.6%	-6.7%	-1.1%	-3.3%	14.9%	-4.9%	-11.9%
CCOC(=O)C1=C(c2ccccc2)NC(=S)NC1c1ccc(C)c([N+](=O)[O-])c1 (centres undefined)	-4.3%	3.3%	-4.3%	-0.9%	-4.6%	2.2%	-5.2%	-7.5%
Cc1cc(=O)[nH]c(SCc2cccc3cccnc23)n1	-2.2%	-2.6%	?	1.2%	6.4%	13.2%	-1.2%	-3.6%
CSC1=NNC(c2ccc(C(C)(C)C)cc2)=NN1	i	6.1%	2.6%	-0.1%	-4.0%	4.1%	2.7%	-1.4%
C=C(C)CN1C(=O)C(=O)N(CC(=C)C)C1=O	9.4%	8.5%	8.6%	-1.7%	-7.0%	11.2%	-2.1%	-0.7%

Some of the compounds tested; the hit share may differ from the screen's.
